# High-throughput results deposited in PubChem BioAssay by National Center for Advancing Translational Sciences (NCATS).
# BLM inh = qHTS Assay for Inhibitors of Bloom's syndrome helicase (BLM). RecQ-like DNA helicase BLM (Homo sapiens), P54132. recombinant BLM DNA unwinding, fluorescence dequenching. Potency, µM (doses to about 56.1 µM), for inactives: at the top dose activity change, negative = inhibition, usual class: inhibitors. 350,000 tested, 0.2% active. AID 2528, 2010;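 note: plate controls were vehicle for no effect and no enzyme for full effect; nearly all actives have a fitted effect of over 35% in size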
# HP1b chromo inh = HTS for Inhibitors of HP1-beta Chromodomain Interactions with Methylated Histone Tails; AID 540317, 2011; Chromobox protein homolog 1 (Homo sapiens), P83916; Potency, µM (series often up to 114 µM), for inactives: top-dose activity change, negative = inhibition, hits mostly inhibitors; 390,000 tested, 0.56% active; AlphaScreen HP1-beta / biotin-H3K9me3 peptide binding; note: nearly all actives have a fitted effect of over 70% in size; inactives centre near 23
#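 Compound inhibition of the preformed complex between 50 nM HP1-beta and 50 nM biotinylated H3K9me3 peptide was read by AlphaScreen. Buffer was PBS pH 7.4 with 0.01% Tween-20. Incubations ran 30 min at room temperature, with 10 ug/mL donor/acceptor beads.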
# Pol iota inh = qHTS for Inhibitors of Polymerase Iota; Pol iota fluorescent replication assay, 10 min; Potency, µM (top dose mostly 115 µM), for the others: top-dose activity, negative = inhibition, usual class: inhibitors; 390,000 tested, 1% active; DNA polymerase iota (Homo sapiens), Q9UNA4
#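 Pol iota at 10 nM preincubated 15 min with compounds at room temperature; reaction started with fluorescent substrate, 50 nM final. Fluorescence read kinetically at 0 and 10 min; buffer-only wells as negative control.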
# Pin1 inhibitor = qHTS Assay to Find Inhibitors of Pin1 | Potency, µM (top dose mostly 115 µM), without a hit: at the highest dose activity, negative = inhibition, usual class: inhibitors | Peptidyl-prolyl cis-trans isomerase NIMA-interacting 1 (Homo sapiens), Q13526 | 390,000 tested, 0.009% active | Pin1 FP peptide displacement, HiFluor488, 10 min; active = well fitted inhibition curve with a large enough effect in the polarisation, with a control signal flat, not every such curve was filed as active; inconclusive = small, poorly fitted or top-dose-only effect, or effect the other way, or a change in a side signal; inactive = no such curve, though single readings can be large or run the other way; the % refers to the polarisation; note: % is set by controls: 0 for no effect and ±100 for the full control effect
# PGK inhibitor = qHTS Assay to Find Inhibitors of Phosphoglycerate Kinase. PGK/GAPDH coupled, Kinase-Glo luminescence, 60 min. Potency, µM (top dose mostly 57.5 µM), for inactives: at the top dose activity change, negative = inhibition, most hits filed as inhibitors. 380,000 tested, 0.043% active. AID 602233, 2012; note: % is set by controls: 0 for no effect and ±100 for the full control effect; nearly all actives have a fitted effect of over 60% in size
#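 Recombinant glycosomal PGK reaction used 1,3-bisphosphoglycerate generated in-well by GAPDH (100nM final) in 100mM TEA pH 7.6, 5mM MgCl2, 0.01% Tween-20. After 60 minutes at room temperature, ATP was read by Kinase-Glo Plus luminescence end-point.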
# BAZ2B block = qHTS Assay for Inhibitors of BAZ2B. AID 504333, 2011. 360,000 tested, 4.4% active. AlphaScreen BAZ2B-H3K14Ac peptide displacement. Potency, µM (titrated, usually from 114 µM), without a hit: top-dose activity change, negative = inhibition, hits mostly inhibitors. Bromodomain adjacent to zinc finger domain protein 2B (Homo sapiens), Q9UIF8; note: % is set by controls: 0 for no effect and ±100 for the full control effect; nearly all actives have a fitted effect of over 60% in size
#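 Multi-concentration screen (max 110 uM) measuring displacement of acetylated histone H3 peptide from BAZ2B by AlphaScreen, using 50 nM protein, 50 nM peptide and 10 ug/mL streptavidin donor plus Ni-chelate acceptor beads.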
# JMJD2A Tudor = qHTS Assay for Inhibitors of JMJD2A-Tudor Domain | AlphaScreen JMJD2A-Tudor / H3K4me3 peptide binding | Potency, µM (titrated, usually from 114 µM), for inactives: at the highest dose activity change, negative = inhibition, actives largely listed as inhibitors | 390,000 tested, 4.4% active; note: % is set by controls: 0 for no effect and ±100 for the full control effect; nearly all actives have a fitted effect of over 50% in size
# Target sequence (O75164 whole entry, looked up, the tested form may be a part): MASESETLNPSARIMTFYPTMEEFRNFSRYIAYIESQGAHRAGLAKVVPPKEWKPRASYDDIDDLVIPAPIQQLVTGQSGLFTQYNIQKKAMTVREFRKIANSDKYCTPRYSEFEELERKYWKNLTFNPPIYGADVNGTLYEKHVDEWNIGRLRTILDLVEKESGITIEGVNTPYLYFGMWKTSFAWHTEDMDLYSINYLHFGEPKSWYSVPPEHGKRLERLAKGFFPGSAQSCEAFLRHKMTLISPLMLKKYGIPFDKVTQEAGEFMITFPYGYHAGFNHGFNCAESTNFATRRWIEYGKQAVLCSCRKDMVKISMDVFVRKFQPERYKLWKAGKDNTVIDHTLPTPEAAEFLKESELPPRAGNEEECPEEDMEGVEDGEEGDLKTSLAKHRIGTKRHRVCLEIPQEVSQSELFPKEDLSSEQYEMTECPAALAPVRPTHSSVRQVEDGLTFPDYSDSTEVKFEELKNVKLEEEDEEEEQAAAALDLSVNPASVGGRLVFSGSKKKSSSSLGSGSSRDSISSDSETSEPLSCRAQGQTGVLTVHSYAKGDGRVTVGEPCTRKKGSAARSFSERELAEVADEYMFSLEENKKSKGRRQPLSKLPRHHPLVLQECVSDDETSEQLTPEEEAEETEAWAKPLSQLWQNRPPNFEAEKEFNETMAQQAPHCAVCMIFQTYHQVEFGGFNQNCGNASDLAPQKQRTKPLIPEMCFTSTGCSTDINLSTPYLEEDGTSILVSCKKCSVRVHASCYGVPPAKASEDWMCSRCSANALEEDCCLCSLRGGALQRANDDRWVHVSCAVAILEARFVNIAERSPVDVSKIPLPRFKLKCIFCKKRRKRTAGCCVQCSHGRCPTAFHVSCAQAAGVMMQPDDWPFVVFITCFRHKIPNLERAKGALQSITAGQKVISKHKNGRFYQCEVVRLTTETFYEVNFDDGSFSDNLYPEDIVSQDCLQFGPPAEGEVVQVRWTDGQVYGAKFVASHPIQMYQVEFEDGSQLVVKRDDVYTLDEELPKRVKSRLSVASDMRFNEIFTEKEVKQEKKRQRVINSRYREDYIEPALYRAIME
# G9a block = qHTS Assay for Inhibitors of Histone Lysine Methyltransferase G9a; G9a H3K9 monomethylation, AlphaScreen, 2 h; 350,000 tested, 8.8% active; Potency, µM (top dose mostly 102 µM), inactives show at the highest dose activity, negative = inhibition, actives largely listed as inhibitors; Histone-lysine N-methyltransferase EHMT2 (Homo sapiens), Q96KQ7; AID 504332, 2011; note: % is set by controls: 0 for no effect and ±100 for the full control effect; nearly all actives have a fitted effect of over 75% in size
#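 Enzyme 20 nM + cpd, 15 min RT; add b-H3K9 pep 500 nM / SAM 20 uM; 2 h RT; anti-H3K9me1 Ab 0.5 ug/mL + SA donor / anti-rabbit acceptor beads 20 ug/mL each, 10 min; AlphaScreen read.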
# GLS inhibitor = qHTS for Inhibitors of Glutaminase (GLS). GLS enzymatic activity, qHTS titration. Potency, µM (doses to about 45.5 µM), without a hit: top-dose activity change, negative = inhibition, hits mostly inhibitors. 410,000 tested, 0.21% active. Glutaminase kidney isoform, mitochondrial (Homo sapiens), O94925; note: % is set by controls: 0 for no effect and ±100 for the full control effect
#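 Compounds were pin-transferred onto hKGA, after which L-glutamine (1 mM solution) and a detection mix of glutamate oxidase, HRP and Amplex Red were added. Initial and 30 min RT fluorescence reads were collected.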
# An asterisk follows results filed as active; i = inactive; ? = inconclusive; · = not tested or not shown; & = joins results of further samples; [ ] = dose if it differs, or a comment. Unless noted, calls come from the whole dose curve; as a rule, active = well fitted curve in the direction sought with a large enough effect; inconclusive = small, poorly fitted or top-dose-only effect, or another doubt; inactive = no such curve, though single readings can be large; an effect the other way counts as inactive or inconclusive. Potency is the fitted concentration of half-maximal effect.
BLM inh,HP1b chromo inh,Pol iota inh,Pin1 inhibitor,PGK inhibitor,BAZ2B block,JMJD2A Tudor,G9a block,GLS inhibitor,mol
0%,8%,7%[58.9 µM],1%,-2%,-1%,-5%,12%,5%,O=C(c1ccc(F)cc1)N1CCCC(C(=O)N2CCN(c3ccccc3)CC2)C1 (stereo not given)
-25%,?,50µM*,?,-6%,45µM*,?,·,?,Cc1cc(SCC(=O)N/N=C/c2ccc(O)c(O)c2)nc2ccccc12
-16%,-15%,?,1%,4%,0%,-32%,9%[59 µM],43%[activator],Cc1ccc(-c2cc(C(=O)N/N=C/C=C/c3ccccc3)n[nH]2)s1
3%,8%,22%,3%,-1%,0%,-3%,5%[12.7 µM],0%,O=C(c1ccc(Cl)cc1)N1CCCOC1
-5%,23%,16%,-11%,-7%,1%,-17%,13%[59 µM],1%,CCOC(=O)N1CCN(CCC(=O)Nc2ccc(C)cc2)CC1
-4%,23%,14%,-3%,i,2%,-4%,-3%,-6%,COc1cc(C(=O)O)cc(NC(=O)c2ccco2)c1OC
-5%,12%,6%,-2%,-4%,-23%,-26%,11%,4%,CC(C)N(CCNC(=O)COc1ccc2oc3c(c2c1)CCCC3)C(C)C
3%,34%,30%[activator],-3%,-6%,-2%,-6%,7%[59 µM],-3%,O=C(COC(=O)CNC(=O)c1ccc(Cl)cc1)Nc1ccc(Cl)cc1C(F)(F)F
-3%,24%,-8%,-10%,3%,-1%,-15%,27%[12.7 µM],21%,C#CCNC(=O)C1=C[C@@H](c2coc3ccccc3c2=O)C[C@@H](OCCCCO)O1
-5%,4%,13%,-7%,4%,7%,-9%,-1%[0.0925 µM],0%,CCSc1nnc(Nc2ccc(C)cc2)s1
-4%,21%,21%,-5%,-3%,0%,-12%,4%,5%,O=C(COc1ccccc1)Nc1ccncc1
-3%,54%[activator],18%,10%,-4%,2%,-15%,9%[59 µM],3%,CCS(=O)(=O)c1nc(S(=O)(=O)c2ccc(C)cc2)c(NCc2ccccc2Cl)s1
-4%,26%,-8%,-2%,i,-16%,-5%,3%[59 µM],-9%,O=C(Cn1nnc(-c2ccc(C(F)(F)F)cc2)n1)NCCc1ccccc1
-1%,15%,51%[activator],2%,-3%,11%,-13%,3%[59 µM],-3%,CC(C)N1C(=O)CN(C2CCCCCC2)C(=O)C1c1ccccc1F (stereo not given)
·,-2%,?,-1%,-4%,-22%,-11%,-5%[0.501 µM],-6%,COc1ccc(CCC(=O)NCCS(=O)(=O)N2CCN(c3ccccc3F)CC2)cc1
-1%,45%[activator],14%,-5%,-1%,0%,-4%,-8%,14%,N#Cc1c(N)n(CCCN2CCOCC2)c2nc3ccccc3nc12
3%,62%[activator],11%,3%,-4%,8%,0%[57.1 µM],?,-3%,CNCc1ccc(OCc2ccccc2)c(OC)c1
-8%,5%,14%,-12%,-5%,?,-29%,·,8%,O=C(CCN1C(=O)/C(=C/c2ccccc2F)SC1=S)N[C@@H](CO)Cc1ccccc1
-9%,14%,14%,3%,4%,-9%,-29%,-2%[59 µM],-28%,NS(=O)(=O)c1ccc(CCNc2ncnc3c2cnn3-c2cccc(Cl)c2)cc1
2%,?,9%,-5%,0%,18µM*,5.6µM*,3.2µM*,-6%,COc1ccccc1OCC#CCn1ccnc1
-10%,29%,6%,1%,-2%,-15%,-7%,4%,4%,O=C(CN1CCN(S(=O)(=O)c2ccc(Cl)s2)CC1)NCc1ccc(Cl)cc1
-2%,20%,6%,0%,-1%,-2%,-13%,48%,0%,COc1ccccc1CNC(=O)CS(=O)(=O)c1ccccc1
-6%&-2%,25%&22%,?,-11%&-27%,3%,3%,-7%&-7%,-5%,0%&-1%,CCn1cc(C(=O)NCCc2ccc(C)cc2)c(=O)c2cc(S(=O)(=O)N(C)C)ccc21
-3%,-25%,8%,1%,1%,-30%,?,20µM*,26%,COc1ccc(N2CCN(C(=O)c3csc4ccccc34)CC2)cc1
·,42%[activator],26%,0%,-8%,·,-9%,·,2%,O=C1CCCC/C=C\C[C@H](CC(=O)N(CCO)Cc2ccccc2)C(=O)N2CCC[C@@H]2CO1
-4%,12%,9%,-1%,-10%,50µM*,-26%,1%,12%,COc1ccc2[nH]c3c(c2c1)CCN1C(=O)N([C@@H](C)C(=O)NCc2ccco2)C(=O)[C@]31C
·,29%,-2%,-11%,1%,1%,-2%,4%[59 µM],7%,CCN(CC(=O)Nc1c(F)cccc1F)C(=O)CN1C(=O)C2CCCCC2C1=O (stereo not given)
-4%,14%,7%,-2%,i,-15%,-13%,9%[12.7 µM],0%,O=C(NCc1ccco1)C(c1ccncc1)N(C(=O)Cc1cccs1)c1ccccc1 (stereo not given)
·,32%,8%,-2%,·,·,-8%,·,·,O=C(O)c1ccc(CNc2ncnc3nc[nH]c23)cc1
-5%,11%,3%,?,-1%,-20%,-24%,1%[59 µM],-1%,COc1ccc(S(=O)(=O)c2c(Nc3cccc(Cl)c3)sc(C(=O)c3ccccc3)c2N)cc1
-6%,36%,7%,15%,i,-21%,-4%,?,-8%,O=C(CCc1ccccc1)N1CCN(c2ccccn2)CC1
-5%,32%,39%[activator],-1%,6%,-2%,11%,-14%,0%,CCOC(=O)C(NC(=O)C1C(C)N1S(=O)(=O)c1ccc(C)cc1)C(=O)OCC (stereo not given)
-7%,50%[activator],118%[activator],0%,-3%,?,-13%,-5%[12.7 µM],-16%,Cc1cc(C)nc(Sc2ncnc(N)c2[N+](=O)[O-])n1
-1%,17%,7%,2%,0%,·,-17%,10%[59 µM],0%,Cc1sc2ncnc(N[C@@H](CCC(=O)O)C(=O)O)c2c1C
-2%,3%,43%[activator],1%,-12%,-1%,-18%,-6%,-1%,COc1ccc(Cl)cc1NC(=O)CCNS(=O)(=O)c1cccc2nonc12
·,44%[activator],3%,-1%,-1%,·,-12%,·,2%,CC(=O)Nc1ccc(S(=O)(=O)N[C@@H](C)C(=O)OCC(=O)c2ccc(C)cc2)cc1
0%,38%,0%,4%,i,2%,-4%,0%,5%,Cn1c(SCC(=O)N2CCCc3ccccc32)nnc1-c1cccs1
1%,18%,5%,-2%,-7%,9%,-11%,·,-1%,CCCC1(c2ccccc2)NC(=O)N(CCN2C(=O)c3ccccc3C2=O)C1=O (stereo not given)
-6%,19%,1%,4%,-5%,-3%,-5%,-40%,0%,COc1ccc(C(=O)N2CCN(C(=O)c3ccc(-c4ccccc4)cc3)CC2)cc1OC
1%,25%,-2%,-1%,-2%,6%,-9%,-2%,21%,CC(=O)NS(=O)(=O)c1ccccc1
·,-39%,27%,-6%,-8%,·,89µM*,·,-17%,Cn1nc(C(=O)O)c(=O)n(C)c1=O
0%,45%[activator],38%,-3%,-8%,-15%,-24%,-13%,3%,COc1cc(NC(=O)Cn2cnc(S(=O)(=O)N3CCC(C)CC3)c2)cc(OC)c1OC
-2%,33%,4%,25%,-12%,-1%,-8%,2%[59 µM],1%,CC(=O)c1ccc(N2CCN(C(=O)C3CCN(S(=O)(=O)c4ccc(Br)s4)CC3)CC2)cc1
1%,28%,4%,-3%,-4%,-2%,-3%,20%[12.7 µM],26%,O=C(CC(c1ccccc1)c1cc(Cl)ccc1O)N1CCOCC1 (stereo not given)
-5%,49%[activator],5%,-3%,-4%,9%[57.1 µM],-5%,-5%[59 µM],-6%,Cc1c(Cl)cccc1NC(=O)C1CCCN(c2ncnc3onc(C)c23)C1 (stereo not given)
0%,19%,16%,0%,·,0%,-29%,-49%,2%,CCOC(=O)N1CCN(CC(=O)Nc2cc(C)nn2-c2nc3ccccc3s2)CC1
-2%,15%,-8%,2%,3%,?,?,45µM*,46%[activator],CCOc1cc(C2C(C(=O)c3ccc(C)o3)=C(O)C(=O)N2CCc2ccccc2)ccc1O (stereo not given)
3%,28%,73%[activator],1%,-7%,4%,-5%,?,60%[activator],COc1ccc(CN(C)C(=O)CCCNC(=O)c2ccc(Cl)cc2)cc1
-3%,47%[activator],?,1%,-1%,-4%,-12%,4%[59 µM],-12%,Cc1ccc(-c2nn(C)c(=O)c3ccccc23)cc1S(=O)(=O)N1CCCC1
-3%,101%[activator],38%[activator],-6%,-9%,6%,44%[activator],·,-4%,COc1cc2c(cc1OC)C(SC)=NC1(CCCC1)C2
-4%,27%,5%,51%[activator],0%,-2%,-15%,?,-1%,Cc1ccc(/C=N\NC(=O)COc2ccc(C)cc2[N+](=O)[O-])cc1
-3%,38%,10%,1%,4%,9%,-13%,30%[12.7 µM],6%,CC1(C(=O)NCc2ccccc2)Oc2ccccc2NC1=O (stereo not given)
3%,16%,-11%,-3%,i,10%,-4%,44%[59 µM],-2%,O=C(Nc1ccc2c(c1)OCO2)N1CCN(S(=O)(=O)c2ccc(Cl)cc2)CC1
-7%,60%[activator],1%,-1%,3%,10%,46%[activator],23%[12.7 µM],5%,Cc1ccccc1C(=NC(=O)c1ccccc1)c1ccccc1

# Compounds from the list above with a nitro group on carbon:
BLM inh,HP1b chromo inh,Pol iota inh,Pin1 inhibitor,PGK inhibitor,BAZ2B block,JMJD2A Tudor,G9a block,GLS inhibitor,mol
-7%,50%[activator],118%[activator],0%,-3%,?,-13%,-5%[12.7 µM],-16%,Cc1cc(C)nc(Sc2ncnc(N)c2[N+](=O)[O-])n1
-4%,27%,5%,51%[activator],0%,-2%,-15%,?,-1%,Cc1ccc(/C=N\NC(=O)COc2ccc(C)cc2[N+](=O)[O-])cc1

# A portion of the library. The share of hits here may be higher or lower than overall.
